RECQ1 inh – qHTS Assay for Inhibitors of RecQ-Like Dna Helicase 1 (RECQ1); ATP-dependent DNA helicase Q1 (Homo sapiens), P46063; RECQ1 DNA unwinding, red fluorescence kinetic read; Potency, µM (top dose mostly 57.3 µM), without a hit: at the highest dose activity, negative = inhibition, usual class: inhibitors; actives 0.54% (n = 240,000);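 further: plate controls were vehicle for no effect and no enzyme for full effect; nearly all actives have a fitted effect of over 30% in size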
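RECQ1T1 50 nM; forked duplex (20 bp + 30-nt ss tails) 200 nM, ATP 2 mM final; pH 8.0, 2 mM MgCl2, 2.5 ug/ml poly(dI-dC); 15 min compound preincubation; discontinuous kinetic read over 2 h at RT.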
JMJD2E inh – qHTS Assay for Inhibitors of Human Jumonji Domain Containing 2E (JMJD2E). AID 2147, 2009. actives 1.6% (n = 230,000). Lysine-specific demethylase 4E (Homo sapiens), B2RXH2. JMJD2E catalytic domain, FDH-coupled NADH fluorescence (FDH is formaldehyde dehydrogenase). Potency, µM (top dose mostly 57.1 µM), inactives show at the top dose activity change, negative = inhibition, most hits filed as inhibitors; active means well fitted inhibition curve with a large enough effect, not every such curve was filed as active; inconclusive means small, poorly fitted or top-dose-only effect, or another doubt; inactive means no such curve, though single readings can be large or run the other way;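 further: 0% = wells with enzyme and -100% = buffer wells without enzyme; nearly all actives have a fitted effect of over 50% in size; many of its hits are not listed in these tables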
Target sequence (B2RXH2 1-337 limits assumed): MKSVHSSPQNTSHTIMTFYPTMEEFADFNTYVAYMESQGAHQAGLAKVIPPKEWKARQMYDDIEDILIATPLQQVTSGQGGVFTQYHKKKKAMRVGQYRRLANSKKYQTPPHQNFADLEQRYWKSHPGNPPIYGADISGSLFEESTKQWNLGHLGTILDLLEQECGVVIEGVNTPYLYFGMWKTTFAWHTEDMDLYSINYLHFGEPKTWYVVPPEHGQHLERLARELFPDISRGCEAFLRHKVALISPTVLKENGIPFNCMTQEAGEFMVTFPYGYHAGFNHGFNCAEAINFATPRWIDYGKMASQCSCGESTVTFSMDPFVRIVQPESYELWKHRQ
TRb SRC2 PPI – qHTS for Inhibitors of the Interaction of Thyroid Hormone Receptor and Steroid Receptor Coregulator 2. Thyroid hormone receptor beta (Homo sapiens), P10828. TRbeta-SRC2 peptide binding, fluorescence polarization; receptor liganded with 1 µM T3. Potency, µM (top dose mostly 106 µM), without a hit: top-dose activity change, negative = inhibition, most hits filed as inhibitors. actives 0.065% (n = 280,000);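 further: plate controls were bound peptide for no effect and peptide without receptor for full effect; nearly all actives have a fitted effect of over 50% in size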
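Assay buffer: 20 mM Tris-HCl, 100 mM NaCl, 10% glycerol, 1 mM EDTA, 0.01% NP-40, 1 mM DTT, 1 uM T3, 5% DMSO; TRb LBD 0.6 uM, Texas Red SRC2 20 nM; FP after 5 hr.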
Tau fibril ThT – qHTS for Inhibitors of Tau Fibril Formation, Thioflavin T Binding. Potency, µM (highest dose often 57.4 µM), without a hit: at the top dose activity, negative = inhibition, usual class: inhibitors. actives 2.1% (n = 270,000). AID 1460, 2008. recombinant tau K18 P301L, heparin-induced fibrillization, ThT fluorescence; further: nearly all actives have a fitted effect of over 55% in size
Target sequence (P10636 561-689 P618L limits assumed): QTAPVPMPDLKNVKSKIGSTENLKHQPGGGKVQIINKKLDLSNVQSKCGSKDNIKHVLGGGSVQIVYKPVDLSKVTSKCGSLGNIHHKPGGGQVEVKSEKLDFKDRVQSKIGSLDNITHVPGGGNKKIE
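Fibril formation assay: tau K18 P301L at 15 uM with trace Alexa 594 label, heparin inducer 20 uM, pH 7 sodium acetate buffer, 37 C for 6 hr; endpoint ThT signal.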
TexasRed fluor – Total Fluorescence Counterscreen for Inhibitors of the Interaction of Thyroid Hormone Receptor and Steroid Receptor Coregulator 2. TRb/SRC2 Texas Red total fluorescence interference. Potency, µM (doses to about 106 µM), for the others: top-dose fluorescence change, negative = quenching. actives 0.29% (n = 280,000); active means well fitted curve in either direction with a large enough effect; inconclusive means small, poorly fitted or top-dose-only effect
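Human TRb ligand-binding domain at 0.6 uM with 20 nM Texas Red SRC2 peptide in Tris buffer containing 1 uM T3 and 5% DMSO, incubated with compound 5 h at ambient temperature. Total fluorescence (555/632 nm) calculated as parallel + 2 × perpendicular.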
GoLoco inh red – qHTS Assay for Inhibitors of RGS12 GoLoco Motif Activity (Red Fluorophore). Guanine nucleotide-binding protein G(i) subunit alpha-1 (Homo sapiens), P63096. Gai1:RGS12 GoLoco peptide FP, rhodamine, 10 min. Potency, µM (top dose mostly 61.6 µM), for the others: at the top dose activity, negative = inhibition, usual class: inhibitors. actives 0.44% (n = 230,000). AID 880, 2007; active means well fitted inhibition curve with a large enough effect, not every such curve was filed as active; inactive means no such curve, though single readings can be large or run the other way; further: nearly all actives have a fitted effect of over 30% in size; many of its hits are not listed in these tables
Target sequence (P63096 whole entry, looked up): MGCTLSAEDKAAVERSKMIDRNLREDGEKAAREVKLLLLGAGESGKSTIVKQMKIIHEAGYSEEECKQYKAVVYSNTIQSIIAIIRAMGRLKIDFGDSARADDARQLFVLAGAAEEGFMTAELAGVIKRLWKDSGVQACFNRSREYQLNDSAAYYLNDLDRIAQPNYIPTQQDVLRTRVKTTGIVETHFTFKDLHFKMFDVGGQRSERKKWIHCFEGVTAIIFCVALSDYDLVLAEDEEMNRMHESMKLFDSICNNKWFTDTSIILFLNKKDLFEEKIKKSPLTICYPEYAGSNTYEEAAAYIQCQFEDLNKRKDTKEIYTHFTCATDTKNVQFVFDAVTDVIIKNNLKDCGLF
L3MBTL1 block – qHTS Assay for the Inhibitors of L3MBTL1. AID 485360, 2010. AlphaScreen L3MBTL1–H3K9me1 peptide binding. Potency, µM (titrated, usually from 57.1 µM), for the others: at the top dose activity, negative = inhibition, most hits filed as inhibitors. actives 0.66% (n = 230,000); further: nearly all actives have a fitted effect of over 60% in size
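AlphaScreen assay: L3MBTL1 (50 nM final) was preincubated 30 min at room temperature with biotinylated H3(1-15)K9me1 peptide (75 nM final), then 30 min with library compounds; streptavidin donor and nickel chelate acceptor beads (10 ug/mL final) added, 30 min dark.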
Tau fibril FP – qHTS for Inhibitors of Tau Fibril Formation, Fluorescence Polarization; K18 P301L tau heparin fibrillization, Alexa594 FP, 6 h; AID 1468, 2008; Potency, µM (doses to about 57.7 µM), for the others: at the highest dose activity, negative = inhibition, usual class: inhibitors; actives 0.39% (n = 280,000); further: nearly all actives have a fitted effect of over 55% in size
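Compound effects on tau fibrillization are measured by Alexa 594 fluorescence polarization (ex 555, em 632 nm). K18 P301L tau is used at 15 uM with 0.24 uM labeled tracer, and 20 uM heparin induces aggregation over 6 hr at 37 C.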
Numbers without * were called inactive; i = inactive; ? = inconclusive; · = no result given; & = joins results of further samples; [ ] = remark or other dose. Unless noted, the call rests on the fitted dose curve; in most records, active means well fitted curve in the direction sought with a large enough effect; inconclusive means small, poorly fitted or top-dose-only effect, or another doubt; inactive means no such curve, though single readings can be large; an effect the other way counts as inactive or inconclusive. Unless noted, on the % scale 0 is the no-effect control and ±100 the full control effect; potency means the concentration at half of the fitted maximal effect.

Every second line gives: RECQ1 inh | JMJD2E inh | TRb SRC2 PPI | Tau fibril ThT | TexasRed fluor | GoLoco inh red | L3MBTL1 block | Tau fibril FP
> CCc1ccc(N(C(=O)c2csnn2)C(C(=O)NC(C)(C)CC)c2ccccn2)cc1 (stereo unspecified)
    -9% | 4% | 4% | 5% | 0% | 295%[activator] | 18% | 7%
> COC(=O)COc1ccc(S(=O)(=O)NCCC2=CCCCC2)cc1C
    -10% | -12% | -5% | -5% | 1% | 3% | -1% | 7%
> CCCn1c(CCc2ccccc2)n[nH]c1=S
    i | -2% | -2%[53 µM] | 3% | -1%[53 µM] | 12% | -2% | 0%
> COc1ccccc1C(=O)N/C(=C/c1ccc(Br)cc1)C(=O)NCCO
    7% | -3% | 1% | -19% | 1% | 11% | 2% | 2%
> CC(=O)NCCc1nc2ccccc2n1Cc1cc(C)ccc1C
    -21% | -3% | 3% | · | -2% | 4% | · | 9%
> CCc1cc(=O)oc2cc(C)cc(OC(=O)c3ccco3)c12
    -1% | 2% | -2% | -16% | -1% | 6% | · | -4%
> O=C(COc1ccccc1)N(Cc1cccnc1)c1nc2c(F)cc(F)cc2s1
    · | · | -12% | 0% | -1% | · | · | ?
> COc1ccc(-c2nc3scc(CCNS(=O)(=O)c4ccc(F)cc4C)n3n2)cc1
    · | · | 0% | -10% | 0% | · | · | -13%
> O=c1[nH]c(-c2ccc(Cl)cc2)cs1
    -10% | -4% | -2% | 4% | -4% | 5% | -14% | -2%
> Cc1ccc(Cl)cc1NC(=O)CC(O)(C(F)(F)F)C(F)(F)F
    -5% | 10% | 6% | 6% | -2% | 7% | 2% | -3%
> CC(=O)c1cccc(-n2nnnc2SCC(=O)NNC(=O)C2CCCCC2)c1
    -3% | 5% | 3% | -6% | 1% | 8% | 1% | 1%
> CC(=O)Nc1cccc(-c2nnc(SCC(=O)c3cc([N+](=O)[O-])ccc3Cl)o2)c1
    · | · | 8% | ? | ? | · | · | -10%
> C=CCn1c(-c2ccc(OC)cc2)csc1=Nc1c(C)n(C)n(-c2ccccc2)c1=O
    -4% | -2% | 7% | -12% | 4% | 4% | · | -1%
> O=C(c1c2c(nc3ccccc13)C(=O)N(C1CCCCC1)C2)N1CCN(c2ccc(F)cc2)CC1
    · | · | -7% | -3% | 0% | · | · | 4%
> Cn1c(C(=O)O)c(CC(=O)Nc2ccc3c(c2)OCCO3)c2ccccc21
    0% | -2% | -6% | -11% | 2% | 1% | 0% | 7%
> CC1=NN(C(=O)COc2ccccc2)C(O)(c2cccnc2)C1 (stereo unspecified)
    -11% | ? | -3% | 7% | -4% | 12% | -10% | -3%
> CCOCCCn1c(SCC(=O)Nc2ccc(F)cc2)nc2c(sc3ccccc32)c1=O
    · | · | 4% | -13% | 3% | · | · | -19%
> CCOCCCNC(=O)c1cn(CC(C)C)c(=O)c2cc(OC)c(OC)cc12
    -9% | -25% | -13% | -17% | -3% | 2% | 6% | 9%
> COc1ccc(/C=C/C(=O)Nc2nc3n(n2)C(c2ccccc2)C=C(c2ccccc2)N3)cc1 (stereo unspecified)
    · | · | 7% | -17% | -5% | · | · | -10%
> Cc1cc(N=Nc2ccccc2C(=O)O)c(C)c(C)c1O
    -6% | -13% | 19% | 0.89µM* | ? | 124%[activator] | -26% | 1%

Entries from the list above containing a Cl atom, in the order listed:
Every second line gives: RECQ1 inh | JMJD2E inh | TRb SRC2 PPI | Tau fibril ThT | TexasRed fluor | GoLoco inh red | L3MBTL1 block | Tau fibril FP
> O=c1[nH]c(-c2ccc(Cl)cc2)cs1
    -10% | -4% | -2% | 4% | -4% | 5% | -14% | -2%
> Cc1ccc(Cl)cc1NC(=O)CC(O)(C(F)(F)F)C(F)(F)F
    -5% | 10% | 6% | 6% | -2% | 7% | 2% | -3%
> CC(=O)Nc1cccc(-c2nnc(SCC(=O)c3cc([N+](=O)[O-])ccc3Cl)o2)c1
    · | · | 8% | ? | ? | · | · | -10%

Next part.
Every second line gives: RECQ1 inh | JMJD2E inh | TRb SRC2 PPI | Tau fibril ThT | TexasRed fluor | GoLoco inh red | L3MBTL1 block | Tau fibril FP
> O=C(O)c1cn(Cc2ccccc2)nc1-c1cccnc1
    i | -6% | -5% | 5% | 1% | 6% | 36%[activator] | 2%
> Cc1c(/C=N/NC(=O)C2(O)c3ccccc3-c3ccccc32)cnn1C
    -18% | 1% | 0% | -1% | 1% | 6% | -5% | 8%
> COc1ccccc1NC(=O)/C(=C/c1cccs1)NC(=O)c1ccco1
    1% | -7% | 3% | -9% | 4% | -3% | -3% | 2%
> CCNC(=O)c1ccc(-n2c(-c3ccccc3)cc3c2CCCCC3)cc1
    · | · | 4% | 21% | -12% | · | · | 11µM*
> COc1ccc(N2C(=S)NC3N2C(=S)NC3(C)c2ccccc2)cc1 (stereo unspecified)
    i | ? | -8% | ? | -1% | 2% | -3% | -17%
> CS(=O)(=O)Nc1cccc(-c2ccc3ncnc(Nc4ccc(F)cc4)c3c2)c1
    -11% | -7% | -2% | 3% | -1% | 0% | · | ?
> Cc1nc2ccc(NC(=O)N3CCOCC3)cc2s1
    -3% | -10% | 5% | -14% | -3% | -3% | · | 9%
> CC(C)(Oc1ccc(CCNC(=O)c2ccc(Cl)cc2)cc1)C(=O)O
    30% | -68% | 13% | -13%&-8%&-10%&0% | -2% | 6% | -2% | 7%&-5%&0%&2%
> O=[N+]([O-])c1ccc(O)c(NC(=S)Nc2ccccc2)c1
    11% | -8% | 3% | ? | -4% | -2% | · | 1%
> O=c1[nH]nc2n1CCCCC2
    i | 2% | -2% | 3% | 0% | · | 1% | -2%
> COC(=O)C(C)N(C#N)c1nc(C)nc(C)n1 (stereo unspecified)
    -2% | 12% | -2% | -10% | -5% | -28% | -9% | 4%
> CC1=C(c2ccc(C)cc2)S(=O)(=O)NC1=NCc1cccc(F)c1
    · | · | 2% | -8% | 0% | · | · | -6%
> N=C(N)SCc1nc2ccccn2c1Br
    -3% | 13% | 4% | -11% | 0% | -1% | 11% | -1%
> CCOC(=O)CSCc1nc(-c2ccc(Cl)cc2)oc1C
    -5% | -18% | 3% | -12% | 0% | 0% | 8% | 8%
> COc1cc(OC)c2ccc(=O)oc2c1C(CC(=O)N1CCCC(C)C1)c1ccc2c(c1)OCO2 (stereo unspecified)
    -13% | ? | -4% | 3% | -4% | 3% | · | 7%
> Cc1ccc(NC(=O)C2CCCN2C(=O)NC2CCCCC2)cc1 (stereo unspecified)
    2% | 9% | -7% | 20% | -2% | 3% | -17% | 8%
> Cc1cc(/C=C2/C(=N)N3C(c4ccccc4)=CSC3=NC2=O)c(C)n1-c1ccccc1
    -19% | -3% | -18% | -13% | 2% | 47%[activator] | -25% | 3%
> Cc1c(NC2=C(Cl)C(=O)N(c3ccccc3Cl)C2=O)c(=O)n(-c2ccccc2)n1C
    i | -10% | -2% | ? | -1% | -6% | ? | ?
> O=[N+]([O-])c1cccc(S(=O)(=O)N2CCCC2)c1
    -6% | -1% | -1% | -2% | -5% | 3% | 6% | 11%
> O=C(N/N=C\c1ccc(-c2ccc(Cl)c(Cl)c2)o1)C(=O)N1CCCC1
    i | 7% | -10%[53 µM] | -8% | 0%[53 µM] | 7% | 4% | -3%
> CS(=O)(=O)NCCc1csc2nc(-c3ccccc3)nn12
    · | · | 4% | 0% | 0% | · | · | -3%
> COc1cc(-c2nnc(SCc3ccccc3Cl)o2)cc(OC)c1OC
    -6% | -3% | -6% | ? | 2% | -6% | 18% | 7%
> COc1ccc(OC)c2[nH]c(=O)c(CCNC(=O)CC(C)C)cc12
    7% | -24% | 8% | -2% | 0% | 5% | 9% | 3%
> Cc1nc(C)n(CC(O)COc2ccc3c(c2)CCC3)n1 (stereo unspecified)
    -1% | -8% | -15% | -7% | -1% | 3% | -3% | 6%
> C#CCNC(=O)C1=C[C@@H](c2csc3ccccc23)[C@H](CCCO)[C@@H](OCC)O1
    -2% | -2% | -7% | -4% | -1% | 6% | 6% | 9%
> Cc1cc(NC(NC(=O)c2ccco2)(C(F)(F)F)C(F)(F)F)no1
    i | 0% | 3% | -7% | 1% | 4% | -6% | -4%
> CC(C)(C)N1C(=O)[C@H]2[C@H]3[C@H](O)[C@H](O)C/C(=N/OC[C@@H](O)COCc4ccco4)[C@H]3CC[C@@H]2C1=O
    8%[11.5 µM] | · | 2%[11.2 µM] | -6%[11.5 µM] | 1%[11.2 µM] | · | · | 3%[11.6 µM]
> Cc1ccc(CN2CCNC(=O)C2CC(=O)N(Cc2c(C)nn(C)c2C)C2CC2)o1 (stereo unspecified)
    i | -5% | -5% | -14% | -1% | 3% | 4% | -7%
> NS(=O)(=O)c1ccc(CCNC(=O)COC(=O)/C=C/c2ccccc2Cl)cc1
    1% | -4% | 9% | 7% | 0% | -6% | · | 0%
> COC(=O)c1cccc(S(=O)(=O)N2CCC(NC(=O)Nc3cccc(F)c3)CC2)c1
    -1% | 3% | 12% | -2% | 2% | · | 7% | -11%
> Cc1ccc(NC(=O)Nc2ncnc3nc[nH]c23)cc1
    -1% | 7% | 6% | · | 0% | 8% | · | 7%
> Cc1onc(-c2ccccc2Cl)c1NC(=O)NCc1cccs1
    -6% | 2% | 2% | -7% | -2% | -2% | 4% | -11%
> CCC1(C)Cc2[nH]c(=O)c(C#N)cc2CO1 (stereo unspecified)
    0% | ? | -6% | -5% | -4% | -3% | · | -4%
> CCOC(=O)Cc1csc(NC(=O)Cc2cccs2)n1
    -19% | 2% | -3% | -10% | -7% | · | ? | 9%
> Cc1noc(NS(=O)(=O)c2ccc(N/C=C\C(=O)c3ccc4c(c3)OCO4)cc2)c1C
    -11% | -15% | -4% | ? | -12% | -1% | -5% | 4%

Screening results: PubChem BioAssay, National Center for Advancing Translational Sciences (NCATS)

Only part of the results is shown, so the mix of outcomes need not match the whole.
